miR122 inh: miR-122 Renilla sensor signal increase in Huh7, primary screen, miR-122 inhibitor project, cell-based, single point, plate reader. activation (reporter increase), % at 12.5 µM. 340,000 tested, 0.3% active. Huh7 miR-122 Renilla luciferase sensor, 48 h; neutral wells = 0, positive control = 100;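 active means mean replicate activation score at least 90 and every replicate individually at or above 90; inconclusive means only one of the two criteria met; inactive means neither criterion met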;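 further: higher luciferase means less miR-122 activity so hits act as miR-122 inhibitors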
F508del corr: F508del CFTR correction, initial screen, CFBE line, single point | activity (quench increase), % at 7.58 µM | CFBE cells, YFP halide quenching; stimulated with forskolin plus potentiator P3; % fluorescence drop versus neutral controls | 350,000 tested, 0.36% active;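 active means mean added fluorescence quench of at least 8% versus neutral control, with both replicates also reaching 8%; inconclusive means only one of the mean or replicate conditions met; inactive means mean below 8% and not both replicates reaching 8%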;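 further: cells transiently co-express mutant CFTR-F508del with the halide-sensitive YFP; corrector assay measuring rescue of mutant channel to the surface after 24 h compound exposure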
Casp6 inh: human caspase-6 inhibitors, primary screen, biochemical, VEID-R110 fluorescence, single point, set 2; P55212; purified caspase-6, Z-VEID-R110 cleavage fluorescence; inhibition, % at 12.5 µM; 350,000 tested, 0.53% active;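 active means mean inhibition across replicates at least about 35%, with every replicate also reaching that limit, limit read from the data; inconclusive means only one of the two criteria met; inactive means neither criterion met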;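 further: 0% = median of neutral control wells and 100% = no fluorescence left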
Target sequence (P55212 24-179 limits assumed): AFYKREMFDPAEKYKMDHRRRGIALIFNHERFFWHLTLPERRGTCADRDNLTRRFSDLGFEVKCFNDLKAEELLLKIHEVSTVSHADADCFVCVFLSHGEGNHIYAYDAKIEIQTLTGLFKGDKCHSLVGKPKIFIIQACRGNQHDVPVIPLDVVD
Target sequence (P55212 194-293 limits assumed): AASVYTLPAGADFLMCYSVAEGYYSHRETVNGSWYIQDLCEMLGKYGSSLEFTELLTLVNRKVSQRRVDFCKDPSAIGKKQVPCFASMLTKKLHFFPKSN
ERp5 inh: inhibitors of ERp5-driven insulin aggregation, primary screen, biochemical, turbidity, absorbance 650 nm, single point | 90 min | inhibition, % at 9.99 µM | Protein disulfide-isomerase A6 (Homo sapiens), Q15084 | 350,000 tested, 0.05% active;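 active means mean replicate inhibition above about 25%, with every replicate also reaching it, limit read from the data, passing the limit was not always enough; inconclusive means only one of those two criteria met; inactive means neither criterion met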
Target sequence (Q15084 whole entry, looked up): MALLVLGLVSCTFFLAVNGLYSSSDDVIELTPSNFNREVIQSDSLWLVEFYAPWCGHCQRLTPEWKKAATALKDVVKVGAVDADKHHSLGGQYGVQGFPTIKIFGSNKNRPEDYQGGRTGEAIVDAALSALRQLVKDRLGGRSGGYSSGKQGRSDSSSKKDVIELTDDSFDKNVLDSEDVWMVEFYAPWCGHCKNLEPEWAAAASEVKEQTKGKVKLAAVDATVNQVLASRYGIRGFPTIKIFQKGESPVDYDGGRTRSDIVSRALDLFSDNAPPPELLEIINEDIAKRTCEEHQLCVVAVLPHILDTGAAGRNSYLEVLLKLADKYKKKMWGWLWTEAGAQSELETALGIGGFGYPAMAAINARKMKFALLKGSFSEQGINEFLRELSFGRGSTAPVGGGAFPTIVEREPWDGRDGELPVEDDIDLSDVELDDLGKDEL
SIRT5 block: SIRT5 desuccinylase inhibitors, primary screen, biochemical, fluorescence imaging, single point, set 5; NAD-dependent protein deacylase sirtuin-5, mitochondrial (Homo sapiens), Q9NXA8; Purified SirT5, succinyl-peptide AMC, trypsin-coupled fluorescence; inhibition, % at 15 µM; 330,000 tested, 1.1% active; AID 652115, 2013; in the data active means inhibition above about 15%; inconclusive means no clear call, values can overlap the other calls
Target sequence (Q9NXA8 whole entry, looked up): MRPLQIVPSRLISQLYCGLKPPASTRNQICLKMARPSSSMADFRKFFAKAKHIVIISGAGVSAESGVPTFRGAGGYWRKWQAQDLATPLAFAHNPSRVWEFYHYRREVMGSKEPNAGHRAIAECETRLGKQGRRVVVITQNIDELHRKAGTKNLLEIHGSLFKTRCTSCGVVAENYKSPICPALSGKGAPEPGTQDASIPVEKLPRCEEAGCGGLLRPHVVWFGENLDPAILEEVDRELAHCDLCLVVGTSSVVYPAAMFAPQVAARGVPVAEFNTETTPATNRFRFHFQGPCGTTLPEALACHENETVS
ERAP1 inh: human ERAP1 aminopeptidase inhibitors, primary screen, biochemical, single point, plate reader. AID 652197, 2013. 340,000 tested, 0.15% active. inhibition, % at 10.7 µM. Endoplasmic reticulum aminopeptidase 1 (Homo sapiens), Q9NZ08. recombinant ERAP1, Leu-AMC fluorescence, 60 min;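 active means mean replicate inhibition of at least 30%, or all replicates individually reaching that 30% level; inactive means mean below 30% and not every replicate reaching it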;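 further: 0% = neutral control wells and 100% = L-leucinethiol positive control wells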
DENV2 CPE rescue: inhibitors of DENV2 cytopathic effect, primary screen, cell-based, plate reader, single concentration. AID 651640, 2012. CPE inhibition, % at 9.99 µM. 350,000 tested, 1.7% active. DENV2-infected cells, cytopathic effect rescue; in the data active means CPE inhibition above about 20%, passing the limit was not always enough; inconclusive means no clear call, values can overlap the other calls; tested in BHK-21 cells;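 further: 0% = median of neutral control wells and 100% = median of positive control wells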
Starred values were filed as active, the others as inactive; ? = inconclusive; nt = no result given; & = joins results of further samples; [ ] = dose if it differs, or a comment. Not a hit list; any-hit rate near 4%.

SMILES	miR122 inh	F508del corr	Casp6 inh	ERp5 inh	SIRT5 block	ERAP1 inh	DENV2 CPE rescue
Oc1c(C=Nc2ccccc2)sc(=S)n1Cc1ccccc1	nt	nt	-3	3	-19	6	-2
COCCNC(=O)C[C@H]1C[C@H]2c3cc(NC(=O)CN(C)C)ccc3O[C@H]2[C@H](CO)O1	-2[16.7 µM]	1.2	0	4	2	-3	-5
C[C@H]1CN([C@@H](C)CO)C(=O)Cc2cc(NS(=O)(=O)c3ccc(Cl)cc3)ccc2O[C@H]1CN(C)Cc1ccc2c(c1)OCO2	19[16.7 µM]	0.1	-5	2	9	7	-9
CC(C)c1nc(SCC(=O)N2CCCCCC2)c2c(=O)n(C)c(=O)n(C)c2n1	-4	-1.3	2	5	3	1	16
C[C@@H]1CN([C@@H](C)CO)C(=O)c2cc(C3=CCCC3)cnc2O[C@@H]1CN(C)C(=O)Nc1ccc(F)cc1	15[16.7 µM]	-0.1	0	0	-4	0	13
C[C@H](CO)N1C[C@H](C)[C@@H](CN(C)S(=O)(=O)c2ccc(F)cc2)Oc2ccc(NC(=O)Cn3cnnn3)cc2C1=O	9[16.7 µM]	1.6	0	-6	9	2	-5
CN(C)CC(=O)N1C[C@@H]2[C@H](c3ccccc31)[C@H](CO)N2Cc1cc(F)ccc1F	-14[16.7 µM]	0.9	-33	-6	2	-1	6
O=C(Nc1cc2c3c(c1)CC(=O)N3CCC2)c1ccco1	-1	4.4	4	-2	1	-3	-2
COc1ccc(S(=O)(=O)Nc2ccc3c(c2)C(=O)N([C@@H](C)CO)C[C@@H](C)[C@@H](CN(C)C)OCCCC[C@@H](C)O3)cc1	5[16.7 µM]	-2.5	-3	0	2	-3	-4
COc1ccccc1N1CCN(C(=O)c2cc3c(-c4ccc(Cl)cc4)nn(C)c3s2)CC1	3	-1.0	2	2	nt	nt	15
CC(=O)N1CCCCN2[C@H](CO)[C@H](c3ccc(-c4ccc(C)cc4)cc3)[C@H]2C1	1[16.7 µM]	-0.1	0	-1	-1	0	-5
COc1cccc(CN2C[C@]34C=C[C@@H](C[C@@H]3S2(=O)=O)O4)c1	1	5.5	1	-7	14	2	-2
C[C@H]1CN([C@@H](C)CO)C(=O)c2cc(Br)cnc2O[C@H]1CN(C)Cc1ccc(Oc2ccccc2)cc1	-2	-0.8&2.9	3&4	11&-6	-2&1	2&0	6&-3
CN1C(=O)c2cc(NC(=O)c3cscn3)ccc2OC[C@H]2O[C@@H](CC(=O)NCC3CC3)CC[C@H]21	-12[16.7 µM]	-0.3	nt	nt	nt	nt	0
O=S(=O)(c1cccs1)N1CCC2(CC1)OCCN2S(=O)(=O)c1ccccc1	5	3.5	-7	-5	3	0	-3
C=CCNC(=O)c1ccccc1NS(=O)(=O)c1ccc(OC)c(C(=O)N2CCOCC2)c1	nt	0.3	-1	1	-5	-2	-5
CN(C)S(=O)(=O)c1ccc(SCC(=O)N2CC(=O)Nc3ccccc32)nc1	nt	3.9	1	-2	2	2	nt
CCC(=O)Nc1ccc2c(c1)C(=O)N(C)C[C@H](OC)[C@@H](C)CN(C(=O)c1cccnc1)[C@H](C)CO2	-18[16.7 µM]	0.6	7	-4	-4	-2	7
C[C@H](CO)N1C[C@H](C)[C@H](CN(C)S(=O)(=O)c2ccc(F)cc2)Oc2ccc(NC(=O)Cc3cn(C)c4ccccc34)cc2CC1=O	-12[16.7 µM]	0.6	0	0	-1	4	-4
CO[C@H]1CN(C)C(=O)c2ccc(NC(=O)c3ccc4c(c3)OCO4)cc2OC[C@H](C)N(CC2CC2)C[C@@H]1C	nt	1.7	2	-4	nt	-3	-10
O=C(CSc1nc(-c2ccccc2)cc(=O)[nH]1)Nc1ccc(F)c(F)c1	5	1.3	4	-3	-6	-5	-3
Cc1ccc(NC(=S)N(N)CCO)cc1	nt	-2.1	1	4	1	4	?
O=C(Cc1csc(N2CCOCC2)n1)N/N=C/c1cccc(O)c1	-3	2.0	1	-3	-2	2	-2
Cc1cc(C(=O)Nc2c(C)nn(Cc3ccc(Cl)cc3)c2C)no1	nt	0.3	0	-6	-2	nt	-4
CC1(C(=O)NS(=O)(=O)c2cccc(C#N)c2)CCN1C(=O)c1ccccc1 (stereo not drawn)	-5	1.7	1	3	2	0	15
Continuation:
SMILES	miR122 inh	F508del corr	Casp6 inh	ERp5 inh	SIRT5 block	ERAP1 inh	DENV2 CPE rescue
C[C@@H]1CN([C@@H](C)CO)C(=O)c2cc(NC(=O)Nc3ccc(C(F)(F)F)cc3)ccc2O[C@@H](C)CCCCO[C@H]1CN(C)C(=O)Nc1cccc2ccccc12	7[16.7 µM]	1.2	-4	12	5	0	nt
COc1ccc(/C=C2\COc3ccccc3C2=O)c(OC)c1	nt	2.9	-1	1	-3	-1	-6
O=S(=O)(NCCN1CCOCC1)c1ccc(Cl)s1	1	-2.0	-2	-7	-1	0	7
COc1cc(C2NC(=O)NC(C)=C2C(=O)OCc2ccccc2)ccc1O (stereo not drawn)	3	-3.5	1	-5	3	4	9
CCS(=O)(=O)N[C@@H]1CC[C@H](CC(=O)Nc2ccc(-c3ccccc3)cc2)O[C@@H]1CO	12[16.7 µM]	-2.4	4	-1	nt	1	-2
CO[C@@H]1CN(C)C(=O)c2ccc(NS(=O)(=O)CC(F)(F)F)cc2OC[C@@H](C)N(C(=O)c2ccc3c(c2)OCO3)C[C@H]1C	nt	-0.5	1	0	nt	0	-10
COc1cc(CN(CC2CCCO2)C(=O)c2ccco2)cc(OC)c1OC (stereo not drawn)	nt	-0.3	6	-7	-2	1	2
O=C(Nc1cccc(F)c1)N1CC(=O)N2[C@@H](CO)[C@H](c3ccc(C#CCC4CCCC4)cc3)[C@@H]2C1	nt	-4.5	0	1	8	0	0
Cc1ccc(-c2nn(-c3ccccc3)cc2C(=O)NCCCN2CCCC2=O)cc1	nt	0.9	6	-1	1	0	14
Cc1cccc(-c2noc(CNS(=O)(=O)c3ccccc3)n2)c1	1	1.7	-2	-3	-1	-4	6
COc1c(C)cc(Br)cc1C(=O)NCc1cccnc1	3	-0.3	-4	4	-3	1	7
C[C@@H]1CCCCO[C@H](CN(C)S(=O)(=O)c2ccc(Cl)cc2)[C@H](C)CN([C@@H](C)CO)C(=O)c2cc(NC(=O)Nc3ccc(C(F)(F)F)cc3)ccc2O1	-3[16.7 µM]	4.9	nt	nt	nt	nt	-15
O=C(C[C@H]1C[C@@H]2c3cc(NC(=O)c4ccc5c(c4)OCO5)ccc3O[C@@H]2[C@@H](CO)O1)NC1CCCCC1	3[16.7 µM]	0.5	2	-4	-2	-4	-6
C[C@H](CO)N1C[C@H](C)[C@H](CN(C)Cc2ccccc2)Oc2c(NC(=O)Nc3cccc4ccccc34)cccc2C1=O	26[16.7 µM]	-1.0	-2	0	-2	-4	-9
O=C(CNC(=O)Cc1cccc2ccccc12)NCc1ccccc1F	nt	-0.2	0	-2	-5	3	-4
O=C(Nc1ccccc1F)N[C@@H]1CC[C@@H](CC(=O)N2CCCCC2)O[C@@H]1CO	nt	-0.8	-2	1	0	7	-3
COc1cccc(NC(=O)N2C[C@@H](O)COC[C@@H]3O[C@H](CC(=O)NC4Cc5ccccc5C4)CC[C@H]32)c1	-4[16.7 µM]	-0.8	1	1	0	3	5
CC(=O)N/C(=C/C(C)C)c1ccccc1	0	2.3	-3	1	-7	0	-2
CCn1cc(C(=O)Nc2ccc3c(c2)OCCO3)c2cc(OC)c(OC)cc2c1=O	-6	-1.0	3	-4	nt	nt	3
COc1ccc(OCC(O)CNC(=O)c2c(-c3ccccc3)noc2C)cc1 (stereo not drawn)	2	1.8	3	2	-1	1	4
CC(C)C#Cc1cnc2c(c1)C(=O)N([C@H](C)CO)C[C@H](C)[C@H](CN(C)C(=O)c1ccccc1F)O2	-6[16.7 µM]	2.9	0	1	-5	2	2
Cc1noc(C)c1NC(=O)N(C)C[C@H]1Oc2c(NS(=O)(=O)c3ccc(Cl)cc3)cccc2C(=O)N([C@@H](C)CO)C[C@@H]1C	0[16.7 µM]	0.7	-3	25*	3	0	-2
COCC(=O)N1C[C@H]2[C@@H](c3ccccc31)[C@@H](CO)N2C(=O)Nc1ccccc1F	25[16.7 µM]	1.7	-3	0	9	5	?
CCCNC(=O)N(C)C[C@@H]1Oc2ncc(Br)cc2C(=O)N([C@@H](C)CO)C[C@@H]1C	-6[16.7 µM]	-0.4	3	3	-10	2	-1
C[C@@H]1CN([C@@H](C)CO)S(=O)(=O)c2ccc(Br)cc2O[C@H]1CN(C)Cc1ccccc1	1[16.7 µM]	-3.4	-4	-7	8	5	-19
New compounds follow
SMILES	miR122 inh	F508del corr	Casp6 inh	ERp5 inh	SIRT5 block	ERAP1 inh	DENV2 CPE rescue
COc1ccccc1NS(=O)(=O)c1cccc(C(=O)N2CCCC2)c1	-5	4.4	-4	-6	8	-4	1
O=C(N/N=C/C(Cl)=C/c1ccc([N+](=O)[O-])cc1)C(=O)Nc1cccc(C(=O)O)c1	-3	1.4	1	1	3	0	5
Cn1c(=O)c2c(nc(N3CCOCC3)n2CCSc2ncccn2)n(C)c1=O	1	4.0	1	-6	-2	6	14
Cc1cc(C)cc(NCCC#N)c1	nt	-0.6	-5	4	-3	1	-11
CSC1=NCCN1S(=O)(=O)c1ccc(F)cc1	nt	0.2	2	0	0	1	-6
O=C(C1CCCC1)N1CC(=O)N2[C@H](CO)[C@H](c3ccc(C#Cc4cccc(F)c4)cc3)[C@@H]2C1	nt	4.5	0	0	-2	2	13
C[C@@H]1CN([C@@H](C)CO)C(=O)Cc2cc(NS(C)(=O)=O)ccc2O[C@@H]1CN(C)S(=O)(=O)c1ccc(Cl)cc1	-2[16.7 µM]	1.3	1	-1	-3	8	-1
CN1CCN(S(=O)(=O)c2ccc(Cl)c(C(F)(F)F)c2)CC1	nt	0.5	-4	-1	1	3	3
COc1ccc(/C=N/N=C2/NC(=O)C(CC(=O)O)S2)cc1OCc1ccc(Cl)cc1Cl (stereo not drawn)	-3	nt	32	5	6	1	1
COc1ccc(NS(=O)(=O)c2ccc3c(c2)NC(=O)C(C)S3)cc1 (stereo not drawn)	11	1.6	3	-1	0	0	-1
CC(C)c1ccc(NC2CCCN(C(=O)c3ccnc(Cl)c3)C2)cc1 (stereo not drawn)	10	-1.0	2	-6	-1	-2	3
Cc1ccc(Nc2nc(CSc3nnc(-c4cccnc4)n3-c3ccccc3F)cs2)cc1	nt	8.6*	0	1	-1	-2	-2
N#C/C(=C\c1c(Cl)cccc1Cl)c1nc2ccccc2[nH]1	3	3.6	-2	-2	-3	-2	4
CC(=O)N1CCN(S(=O)(=O)c2cccc(C(=O)NNC(=O)COc3c(C)cccc3C)c2)CC1	0	-1.8	2	5	nt	0	-2
COc1ccc2c(C)nc(N/C(N)=N/S(=O)(=O)c3ccc(C)cc3)nc2c1	nt	0.4	2	-1	3	5	-3
CCc1ccccc1N(C(=O)c1ccco1)C(C(=O)NC1CCCC1)c1cccnc1 (stereo not drawn)	4	3.7	0	8	-5	-1	54*
O=C(c1ccccc1)C1OC1C(=O)c1ccccc1 (stereo not drawn)	nt	-5.8	8	0	-3	3	-2
COc1ccc(NC(=O)C2=CC(c3ccc(OC)c(OC)c3)=NS(=O)(=O)N2C)cc1	-2	1.1	-3	-1	2	-1	0
COc1ccc(CCNC(=O)CSC2=NS(=O)(=O)c3cc(F)ccc3N2)cc1OC	-2	nt	-2	0	-2	-9	-7

An excerpt of these results, bar-delimited:
compound | miR122 inh | F508del corr | Casp6 inh | ERp5 inh | SIRT5 block | ERAP1 inh | DENV2 CPE rescue
O=C(c1ccccc1)C1OC1C(=O)c1ccccc1 (stereo not drawn) | nt | -5.8 | 8 | 0 | -3 | 3 | -2
COc1ccc(NC(=O)C2=CC(c3ccc(OC)c(OC)c3)=NS(=O)(=O)N2C)cc1 | -2 | 1.1 | -3 | -1 | 2 | -1 | 0

Compound activity: PubChem, Broad Institute
